Screens: PubChem BioAssay, several laboratories
MEP2-GFP yeast: modulators of MEP2-GFP levels in yeast, primary screen, S. cerevisiae, multiplex flow cytometry, MLPCN library; S. cerevisiae MEP2-GFP strain, 3 h; 100% = DMSO control level; GFP response vs DMSO, % at 10 µM; 330,000 compounds, 0.51% hits;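 active means GFP response versus DMSO above a set limit, roughly screen mean plus 3 SD, cut at about 180% in these data; inconclusive means fewer than 70 cells counted for a yeast strain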;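 further: median GFP fluorescence of the barcode-gated MEP2-GFP cells per well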
procasp3 activ: activators of human procaspase-3 D3A mutant, primary screen, biochemical, absorbance, PC-3 D3A mutant, single concentration | Caspase-3 (Homo sapiens), P42574 | activation, % at 8.5 µM | 330,000 compounds, 0.11% hits | AID 463141, 2010 | recombinant procaspase-3 D3A, Ac-DEVD-pNA absorbance 405 nm;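 active means activation above the mean of all tested compounds plus 3 SD, cut at about 21% in these data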;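 further: 0% = DMSO alone and 100% = DMSO wells spiked with extra 5 µM PC-3 D3A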
Target sequence (P42574 whole entry D9A/D28A/D175A): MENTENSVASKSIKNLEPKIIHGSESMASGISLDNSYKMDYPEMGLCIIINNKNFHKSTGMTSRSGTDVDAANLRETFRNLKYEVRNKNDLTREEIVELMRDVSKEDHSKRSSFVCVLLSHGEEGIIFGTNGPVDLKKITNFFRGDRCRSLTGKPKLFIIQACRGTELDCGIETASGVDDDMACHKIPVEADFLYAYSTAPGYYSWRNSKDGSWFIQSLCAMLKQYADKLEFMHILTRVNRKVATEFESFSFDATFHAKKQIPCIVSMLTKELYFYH
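Test system: Procaspase-3 D3A mutant, all three cleavage aspartates alanine | Dosing: Single dose, 8.5 µM nominal compound, 0.8% DMSO | Schedule: 1 h preincubation, 2 h reaction | Technique: 405 nm absorbance of p-nitroaniline, reads at 0 and 120 min | Repeats: One well per compound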
LAP4 TOR yeast: modulators of LAP4-GFP expression in yeast, primary screen, S. cerevisiae, multiplex flow cytometry, MLPCN library. 3 h; median GFP as percent of DMSO wells. GFP response vs DMSO, % at 10 µM. 320,000 compounds, 0.34% hits;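 active means GFP response vs DMSO above a set limit, about the screen mean plus 3 SD, cut at about 150% in these data; inconclusive means under 70 cell events counted for the yeast strain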
AHR activator: AHR activators, primary screen, cell-based, luminescence, luciferase reporter, human. 320,000 compounds, 2.5% hits. Aryl hydrocarbon receptor (Homo sapiens), P35869. AHR-responsive luciferase reporter cells. activation, % at 5 µM; in the data active means activation above about 47%;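 further: 0% = vehicle wells and 100% = reference agonist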
CIT2 TOR yeast: modulators of CIT2-GFP expression in yeast, primary screen, S. cerevisiae, GFP fusion, multiplex flow cytometry, MLPCN library; S. cerevisiae CIT2-GFP strain, 3 h; 100 means same as DMSO wells; GFP response vs DMSO, % at 10 µM; 320,000 compounds, 0.065% hits;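 active means GFP response relative to DMSO above a set limit, near the screen mean plus 3 SD, cut at about 150% in these data; inconclusive means Fewer than 70 cells measured for a yeast strain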;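 further: ratio of well median GFP fluorescence to mean of DMSO wells on the plate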
RPL19A TOR yeast: RPL19A-GFP expression modulators in yeast, primary screen, cell-based, S. cerevisiae, multiplex flow cytometry, MLPCN; AID 2025, 2009; S. cerevisiae RPL19A-GFP strain, 3 h; active compounds read low; percent response vs DMSO, % at 10 µM; 330,000 compounds, 0.3% hits;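 active means percent response vs DMSO below 50%; inconclusive means fewer than 70 events counted for the yeast strain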;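 further: median channel GFP fluorescence of the barcoded RPL19A-GFP strain; ratio of sample median GFP to plate DMSO average so 100% = DMSO; lower means less RPL19A-GFP as with rapamycin TOR inhibition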
procasp7 counter: procaspase-7 activators, primary screen, counter-screen for procaspase-3 activator project, biochemical, absorbance, HTS, human. recombinant procaspase-7, Ac-DEVD-pNA absorbance 405 nm; D23A/D198A/D206A triple mutant, cannot self-cleave; scale: DMSO 0, 5 µM enzyme 100. activation, % at 8.5 µM. 330,000 compounds, 0.093% hits. AID 463210, 2010;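 active means percent activation above the screen-wide mean plus 3 SD, cut at about 25% in these data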
Target sequence (P55210 whole entry D23A/D198A/D206A): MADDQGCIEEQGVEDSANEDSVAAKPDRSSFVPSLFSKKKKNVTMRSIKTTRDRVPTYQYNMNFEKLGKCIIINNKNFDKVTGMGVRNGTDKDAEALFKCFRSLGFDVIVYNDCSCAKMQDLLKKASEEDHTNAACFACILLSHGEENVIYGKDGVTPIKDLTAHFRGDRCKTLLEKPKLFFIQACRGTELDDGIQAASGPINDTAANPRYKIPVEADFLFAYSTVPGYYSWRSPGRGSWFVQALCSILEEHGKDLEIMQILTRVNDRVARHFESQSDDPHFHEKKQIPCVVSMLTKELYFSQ
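System: Uncleavable procaspase-7 mutant enzyme; Amount: 2 µM procaspase-7 mutant as dispensed; Schedule: 1 h compound preincubation, 2 h substrate cleavage, 25 °C; Measured by: 405 nm absorbance of p-nitroaniline; Evaluation: percent activation from buffer-corrected 0–120 min absorbance change; Control set: low DMSO alone, high DMSO plus 5 µM PC-7.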
AGP1 TOR yeast: modulators of AGP1-GFP expression in yeast TOR pathway, primary screen, cell-based, multiplex flow cytometry, S. cerevisiae, MLPCN library; 3 h; GFP as percent of DMSO wells; GFP response vs DMSO, % at 10 µM; 320,000 compounds, 0.02% hits;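 active means GFP response relative to DMSO above a set limit, near screen average plus 3 SD, cut at about 150% in these data; inconclusive means fewer than 70 cells counted for the yeast strain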;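 further: median GFP channel fluorescence of the gated AGP1 strain per well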
Numbers without * were called inactive; ? = inconclusive; / = not tested or not shown; [ ] = another dose, or the depositor's remark. Not a hit list (roughly 3.5% active in at least one column).

SMILES	MEP2-GFP yeast	procasp3 activ	LAP4 TOR yeast	AHR activator	CIT2 TOR yeast	RPL19A TOR yeast	procasp7 counter	AGP1 TOR yeast
CCCCC(=O)N1C/C=C\[C@H](c2ccc(OC)cc2)N(Cc2ccc(F)cc2)C(=O)[C@@H]1C	100	0	92	0	102	99	1	96
OC(C#CCCN1CCCCC1)(c1ccccc1)C1CCCCC1 (configuration not stated)	102	-5	111	1	101	100	8	105
O=[N+]([O-])c1c(NCc2ccccc2)cc(N2CCc3ccccc3C2)c2nonc12	101	7	91	2	108	105	18	103
CC(OC(=O)CCSc1ccccc1)C(=O)Nc1ccc(S(N)(=O)=O)cc1 (configuration not stated)	101	3	101	-1	101	101	7	110
CCOC(=O)C1(CCCc2ccccc2)CCN(C2CCN(C(C)=O)CC2)CC1	109	2	94	4	108	106	7	109
CCC(C)NC(=O)c1ccc2c(SCC(=O)O)c3c(nc2c1)CCCC3 (configuration not stated)	103	9	100	0	98	101	7	94
NS(=O)(=O)c1cccc(NC(=O)CCSc2ccccc2Cl)c1	110	-4	96	3	94	97	3	97
COCC(C)NC(=O)C(C)N1c2cccc3cccc(c23)S1(=O)=O (configuration not stated)	108	1	94	3	100	103	-6	98
Cc1ccc(/C=C(\NC(=O)c2ccccc2)C(=O)NCC2CCCO2)o1 (configuration not stated)	112	-4	110	2	105	110	-7	105
CC(C)(C)NCc1cccn1-c1sc2c(c1C#N)CCCC2	101	-3	80	1	93	98	-6	111
C=CCn1c2ccccc2c2nnc(SCC(=O)OCN3C(=O)c4ccccc4C3=O)nc21	98	7	90	1	97	89	4	90
CC1=NNC(=O)C1C(c1ccc(F)cc1)C(C#N)C#N (configuration not stated)	95	-4	104	-2	89	91	1	85
C1CCN(c2nc3nonc3nc2N2CCCCC2)CC1	105	-3	99	-2	105	/	16	105
O=C(/C=C/c1ccco1)Nc1ccccc1C(=O)Nc1cccc(C(=O)O)c1	113	0	116	1	102	108	4	110
O=C1Nc2ccccc2C1(O)c1ccccc1O (configuration not stated)	?	5	?	3	?	31*[may fluoresce violet]	8	?

Single records, as listed above. Order of screens: MEP2-GFP yeast, procasp3 activ, LAP4 TOR yeast, AHR activator, CIT2 TOR yeast, RPL19A TOR yeast, procasp7 counter, AGP1 TOR yeast
O=C1Nc2ccccc2C1(O)c1ccccc1O (configuration not stated) in the list: ?, 5, ?, 3, ?, 31*[may fluoresce violet], 8, ?
O=C(/C=C/c1ccco1)Nc1ccccc1C(=O)Nc1cccc(C(=O)O)c1 in the list: 113, 0, 116, 1, 102, 108, 4, 110
CCOC(=O)C1(CCCc2ccccc2)CCN(C2CCN(C(C)=O)CC2)CC1 in the list: 109, 2, 94, 4, 108, 106, 7, 109
CC(C)(C)NCc1cccn1-c1sc2c(c1C#N)CCCC2 in the list: 101, -3, 80, 1, 93, 98, -6, 111
CCC(C)NC(=O)c1ccc2c(SCC(=O)O)c3c(nc2c1)CCCC3 (configuration not stated) in the list: 103, 9, 100, 0, 98, 101, 7, 94

The listing picks up; the 2 compounds before the break are reprinted first.
SMILES	MEP2-GFP yeast	procasp3 activ	LAP4 TOR yeast	AHR activator	CIT2 TOR yeast	RPL19A TOR yeast	procasp7 counter	AGP1 TOR yeast
O=C(/C=C/c1ccco1)Nc1ccccc1C(=O)Nc1cccc(C(=O)O)c1	113	0	116	1	102	108	4	110
O=C1Nc2ccccc2C1(O)c1ccccc1O (configuration not stated)	?	5	?	3	?	31*[may fluoresce violet]	8	?
CN1CCN(S(=O)(=O)c2cccs2)CC1	102	11	102	-1	104	99	3	104
COc1ccccc1C(=O)NC(C)C(c1cccs1)N1CCOCC1 (configuration not stated)	107	3	110	7	102	104	4	110
COC(=O)NCCOc1nc(N(C)C)nc(N(C)C)n1	86	-13	/	6	89	92	3	90
O=C(Nc1ccc(F)cc1)C(=O)c1c(O)[nH]c2ccc([N+](=O)[O-])cc12	89	2	91	9	104	107	3	106
CSCCC(NC(=O)COc1ccccc1)C(=O)OCc1ccc([N+](=O)[O-])cc1 (configuration not stated)	96	8	91	1	84	91	8	90
CN(CC(=O)Nc1cccc(F)c1)C(=O)CCCc1c[nH]c2ccccc12	92	5	92	4	96	91	-2	93
N#Cc1ccccc1S(=O)(=O)N1CCN(C(=O)c2cc(=O)[nH]c3ccccc23)CC1	99	2	101	2	91	99	10	104
COc1ccccc1C1C(C(C)=O)=C(O)C(=O)N1CCc1ccccc1 (configuration not stated)	97	-7	87	-1	/	94	7	89
C=CCn1c(SCC(=O)NNC(=S)Nc2ccccc2)nnc1-c1ccccc1	110	-3	121	0	120	113	-17	110
CCn1cc(CNC(=O)C2CCC(=O)N(Cc3ccccc3F)C2)cn1 (configuration not stated)	99	8	97	1	108	98	5	103
CC(C)(C)C(=O)Nc1cc(C(F)(F)F)ccc1-n1ccnc1	95	1	87	3	93	90	1	90
CC(C)(Oc1ccc(Cl)cc1)C(=O)Nc1ccc2oc(=O)ccc2c1	89	3	102	1	92	104	-2	97
CC(=O)NCCn1c(SCC#N)nc2ccccc2c1=O	94	-11	94	0	76	92	-1	79
CCOc1ccc(NC(=O)c2cnccn2)cc1	98	-4	100	9	97	97	11	95
CN1CCN(NC(=O)c2ccc(COc3ccccc3Br)o2)CC1	105	7	93	0	101	97	0	96

Six compounds out of the list above, arranged by the value under AGP1 TOR yeast, high to low.
mol	AGP1 TOR yeast
O=C(Nc1ccc(F)cc1)C(=O)c1c(O)[nH]c2ccc([N+](=O)[O-])cc12	106
CN1CCN(S(=O)(=O)c2cccs2)CC1	104
CCn1cc(CNC(=O)C2CCC(=O)N(Cc3ccccc3F)C2)cn1 (configuration not stated)	103
CC(C)(Oc1ccc(Cl)cc1)C(=O)Nc1ccc2oc(=O)ccc2c1	97
CC(C)(C)C(=O)Nc1cc(C(F)(F)F)ccc1-n1ccnc1	90
CC(=O)NCCn1c(SCC#N)nc2ccccc2c1=O	79

Next section:
SMILES	MEP2-GFP yeast	procasp3 activ	LAP4 TOR yeast	AHR activator	CIT2 TOR yeast	RPL19A TOR yeast	procasp7 counter	AGP1 TOR yeast
CC(C(=O)N1CCCC1)N1CCN(S(=O)(=O)c2ccc(OC(F)(F)F)cc2)CC1 (configuration not stated)	102	13	101	3	101	97	-2	99
CCOC(=O)C1CCCN(c2c(NCCN3CCCCC3CC)c(=O)c2=O)C1 (configuration not stated)	94	1	97	-1	94	100	-6	97
CC(=O)N1CCN(c2ccccc2NC(=S)NC(=O)c2cc3ccccc3o2)CC1	102	-5	98	20	98	99	-13	98
COc1ccc(CCNC(=O)CCCn2nc(C)c([N+](=O)[O-])c2C)cc1OC	107	-2	122	3	101	99	3	96
COc1ccccc1NC(=O)c1cc([N+](=O)[O-])ccc1N1CCOCC1	95	-3	91	60*	96	95	-7	96
COC(=O)c1cc(Cl)nc2ccccc12	111	2	111	-1	112	105	15	112
CCS(=O)(=O)NCCCc1ccccc1	97	10	96	0	95	96	3	101
Cc1cc(S(=O)(=O)N(C)CCc2ccccc2)ccc1-n1cnnn1	?	-2	?	0	?	?	1	?
O=S(=O)(c1ccc(=S)[nH]c1)N1CCCC1	114	-13	96	0	120	104	-21	106
c1ccc(CN2CCOCCOCCOCCOCCOCCOCC2)cc1	113	-1	90	2	114	114	4	106
CCCCN(C)C(=O)c1cc2c(Cl)nc3ccccc3c2s1	102	6	101	34	93	95	2	92
O=C(Nc1ccc(Cl)cc1)N1CCC(c2nc(-c3ccccc3Cl)no2)CC1	109	-2	129	2	88	103	10	101
CC(C)CN(C(=O)COC(=O)c1cccc2ccccc12)c1c(N)n(Cc2ccccc2)c(=O)[nH]c1=O	106	-8	110	3	105	102	0	105
C[C@H](CO)N1C[C@H](C)[C@@H](CN(C)S(=O)(=O)c2ccccc2)Oc2c(NS(=O)(=O)c3ccccc3)cccc2C1=O	100	11	102	-1	99	94	-2	97
OCC[C@H]1C[C@@H](O)[C@H](O)[C@@]2(CCCO2)O1	93	2	99	-2	89	92	6	92
Cc1cc(NS(=O)(=O)c2ccc(NC(=O)/C=C/c3c(F)cccc3Cl)cc2)no1	98	5	97	-6	103	102	14	100
O=C(CN1CCN(c2ccc(Cl)cc2)CC1)NCc1ccccc1	113	6	106	-2	113	116	6	109
COc1ccccc1OCCn1cc(C(=O)c2ccco2)c2ccccc21	104	3	113	11	88	97	0	99
O=C(O)c1cc(-c2ccc(Cl)cc2)n(-c2ccc(F)cc2)n1	100	1	105	4	102	96	13	100
COCCNC(=O)c1c(N)n(CCCn2ccnc2)c2nc3ccccc3nc12	224*[may fluoresce violet]	-2	79[may fluoresce violet]	53*	?	44*[may fluoresce violet]	-5	?
COc1ccc(CC(=O)NC(C)c2nnc(SCC(=O)Nc3cc(C)ccc3OC)n2C)cc1 (configuration not stated)	110	0	102	2	105	104	2	103
CCC(CC)c1nnc(NC(=O)CCc2ccc(OC)cc2)s1	88[may fluoresce violet]	3	78[may fluoresce violet]	4	?	92[may fluoresce violet]	13	91[may fluoresce violet]
O=C(c1c(O)c2ccccc2oc1=O)C1CCC1	102	2	118	8	101	105	3	109
CCOC(=O)C1=C(C)NC(C)=C(C(=O)OCCNC(=O)c2cccnc2)C1c1cccc([N+](=O)[O-])c1 (configuration not stated)	105	-6	100	6	100	102	-4	99
COC(=O)c1c(NC(=S)NC(=O)c2ccco2)sc2c1CCCC2	98	5	87	3	96	99	-3	95
CCN(CC(=O)NCc1cccs1)C(=O)/C=C/c1ccc(OC)cc1OC	102	1	105	11	109	95	-3	104
COc1ccc(-c2ccc(=O)n(CC(=O)NCc3ccco3)n2)cc1	96	4	105	0	101	93	-2	94
COc1ccc([C@H]2CC(=O)C=C(c3ccc(Cl)cc3C)C2)cc1	103	15	108	1	94	96	-1	99
CC(NS(=O)(=O)c1ccc(Br)cc1)C(=O)Nc1nc2ccccc2[nH]1 (configuration not stated)	95	7	89	17	98	95	-9	93
COc1ccc(S(=O)(=O)Nc2c(C(=O)O)[nH]c3ccccc23)c(OC)c1	103	-2	113	23	100	103	3	107

Quoted at random: 2 entries already listed, in no set order.
SMILES	MEP2-GFP yeast	procasp3 activ	LAP4 TOR yeast	AHR activator	CIT2 TOR yeast	RPL19A TOR yeast	procasp7 counter	AGP1 TOR yeast
COc1ccc(-c2ccc(=O)n(CC(=O)NCc3ccco3)n2)cc1	96	4	105	0	101	93	-2	94
CCOC(=O)C1=C(C)NC(C)=C(C(=O)OCCNC(=O)c2cccnc2)C1c1cccc([N+](=O)[O-])c1 (configuration not stated)	105	-6	100	6	100	102	-4	99
